Screens: PubChem BioAssay, several laboratories
OX1R antag – antagonists of human orexin 1 receptor; O43613; CHO/OX1R cells, Fluo-8 calcium fluorescence, orexin A; inhibition, % at 5 µM; 0.43% of 330,000 active;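 active = inhibition above its plate's threshold, mean inhibition of all tested compounds on the plate plus 3 SD, cut at about 37% in these data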;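 also: 0% = orexin A challenge wells and 100% = SB-334867-A antagonist wells; not every result past the cut was called active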
Target sequence (O43613 whole entry, looked up): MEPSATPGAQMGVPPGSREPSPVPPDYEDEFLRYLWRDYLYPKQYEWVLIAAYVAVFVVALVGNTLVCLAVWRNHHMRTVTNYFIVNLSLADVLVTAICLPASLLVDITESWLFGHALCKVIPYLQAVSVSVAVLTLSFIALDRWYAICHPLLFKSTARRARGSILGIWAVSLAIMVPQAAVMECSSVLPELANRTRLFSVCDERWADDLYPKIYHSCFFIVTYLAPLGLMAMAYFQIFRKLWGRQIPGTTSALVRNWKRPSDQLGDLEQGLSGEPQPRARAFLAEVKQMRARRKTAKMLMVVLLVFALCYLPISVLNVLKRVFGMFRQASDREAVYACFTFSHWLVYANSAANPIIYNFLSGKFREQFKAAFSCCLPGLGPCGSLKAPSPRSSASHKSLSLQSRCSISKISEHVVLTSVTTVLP
CHT allo act – allosterically activates the human high affinity choline transporter. Q9GZV3. CHT-expressing cells, membrane potential dye, choline EC20; hits give high values; LV-AA mutant CHT in HEK293 cells. B-score at 10 µM. 0.49% of 310,000 active. AID 488977;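 active = initial fluorescence not abnormally high and integrated response B-score, plate-corrected, over 3 SD above library mean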
Target sequence (Q9GZV3 whole entry, looked up): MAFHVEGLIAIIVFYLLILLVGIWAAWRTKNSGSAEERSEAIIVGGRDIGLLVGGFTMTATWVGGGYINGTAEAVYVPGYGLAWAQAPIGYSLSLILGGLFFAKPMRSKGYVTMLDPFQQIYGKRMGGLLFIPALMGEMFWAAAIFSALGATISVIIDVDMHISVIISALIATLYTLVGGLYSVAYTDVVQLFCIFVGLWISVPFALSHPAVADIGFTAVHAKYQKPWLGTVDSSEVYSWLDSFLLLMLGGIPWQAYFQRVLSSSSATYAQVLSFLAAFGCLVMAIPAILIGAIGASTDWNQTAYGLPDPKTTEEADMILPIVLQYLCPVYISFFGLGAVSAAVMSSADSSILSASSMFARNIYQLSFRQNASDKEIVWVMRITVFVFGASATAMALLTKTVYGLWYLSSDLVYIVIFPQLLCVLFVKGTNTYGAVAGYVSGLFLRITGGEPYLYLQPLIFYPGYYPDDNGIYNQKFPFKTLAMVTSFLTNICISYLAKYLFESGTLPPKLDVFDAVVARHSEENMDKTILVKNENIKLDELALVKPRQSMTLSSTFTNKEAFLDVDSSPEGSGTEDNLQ
The depositor's hits bear a star; i = inactive; nt = not tested or not shown.

CC(C)(C)OC(=O)c1c(N)n(CCCN2CCCC2=O)c2nc3ccccc3nc12
  OX1R antag: -28 | CHT allo act: i

Cc1cc(=O)[nH]c(SCC(=O)Nc2ccccc2C)n1
  OX1R antag: -1 | CHT allo act: i

O=C(COc1ccccc1Cl)N1CCN(C(=O)c2ccco2)CC1
  OX1R antag: 11 | CHT allo act: i

CC1CCC(NS(=O)(=O)c2ccc(N3CCCC3=O)cc2)CC1 (centres undefined)
  OX1R antag: 12 | CHT allo act: i

CCOc1ccccc1NC(=O)CSc1nnc2ccc(-c3ccccn3)nn12
  OX1R antag: -13 | CHT allo act: i

Cc1ccc(CCNS(=O)(=O)c2ccc3c(c2)NC(=O)C(C)C(=O)N3)cc1 (centres undefined)
  OX1R antag: -20 | CHT allo act: i

CCCCN1Cc2c(nc3cc(-c4ccco4)[nH]n3c2=O)C1=O
  OX1R antag: -13 | CHT allo act: i

Cc1ccc2[nH]c(=O)c(CN(Cc3cccnc3)C(=S)NCCCN(C)C)cc2c1
  OX1R antag: -13 | CHT allo act: i

CCN1CCN(C(=O)Cn2ncc3c([nH]c4ccccc43)c2=O)CC1
  OX1R antag: -25 | CHT allo act: i

Cc1cccc(N2C(=O)C(Cl)=C(Nc3c(C)n(C)n(-c4ccccc4)c3=O)C2=O)c1C
  OX1R antag: -2 | CHT allo act: i

O=C(Nc1ccncc1)c1sc2ccccc2c1Cl
  OX1R antag: -32 | CHT allo act: i

COc1ccc(NC(=O)C(=O)Nc2cccc3ccccc23)c(OC)c1
  OX1R antag: -5 | CHT allo act: i

Cc1cc(C)nc(NS(=O)(=O)c2ccc(N3Cc4ccccc4C3=O)cc2)n1
  OX1R antag: -22 | CHT allo act: i

CC(C)c1csc(CN2CCC(CO)(Cc3cccc(F)c3)CC2)n1
  OX1R antag: -29 | CHT allo act: i

CCOC(=O)C1(CCOc2ccccc2)CCN(Cc2cc(OC)cc(OC)c2)CC1
  OX1R antag: -18 | CHT allo act: i

COc1ccccc1N1CCN(C(=O)COc2ccc(Cl)cc2)CC1
  OX1R antag: -23 | CHT allo act: i

O=C1OCCN1C(=O)[C@H]1[C@H](c2ccc([N+](=O)[O-])cc2)C(c2ccc(F)cc2)=NN1c1ccc(Br)cc1
  OX1R antag: -20 | CHT allo act: nt

O=C1C=C(c2cccc3c2oc2ccccc23)C[C@@H](c2ccc(F)cc2)C1
  OX1R antag: -31 | CHT allo act: nt

O=C(O)c1ccc(CSc2nnc(-c3ccco3)o2)cc1
  OX1R antag: 6 | CHT allo act: i

CCOC(=O)c1c(NC(=S)Nc2ccc(C)cc2)sc2c1CCC2
  OX1R antag: -35 | CHT allo act: i

COc1cc(OC)c(CN2CCC(CO)(CCOc3ccccc3)CC2)c(OC)c1
  OX1R antag: -34 | CHT allo act: i

CN(c1ccc(OCC(=O)OCC(=O)Nc2ccccc2)cc1)S(=O)(=O)c1ccc(F)cc1
  OX1R antag: -5 | CHT allo act: i

S=C(Nc1ccccc1)Nc1ccc(Br)cc1
  OX1R antag: -2 | CHT allo act: i

O=S(=O)(CCNCc1cccs1)c1ccc(Cl)cc1
  OX1R antag: -13 | CHT allo act: i

CCC(C)NC(=O)COC(=O)c1oc2ccccc2c1CSc1ccc(Cl)cc1 (centres undefined)
  OX1R antag: -7 | CHT allo act: i

O=C(CSc1nc(-c2ccccc2)cs1)NCc1ccco1
  OX1R antag: -5 | CHT allo act: i

O=C(Nc1ccccc1)NC1CCN(Cc2nnnn2C2CCCCC2)CC1
  OX1R antag: -16 | CHT allo act: i

Cc1ccc(S(=O)(=O)Nc2ccc(=O)n(Cc3ccc(Cl)c(Cl)c3)c2)cc1
  OX1R antag: -23 | CHT allo act: i

COc1ccc(S(=O)(=O)N2CCN(CC(=O)Nc3cccc(OC)c3)CC2)cc1
  OX1R antag: 3 | CHT allo act: i

Cc1ccccc1NC(=O)Cc1nnc(SCC(=O)NC2CCCC2)n1C
  OX1R antag: -18 | CHT allo act: i

O=C(O)c1ccc(NCCc2ccc(Cl)cc2)c([N+](=O)[O-])c1
  OX1R antag: -18 | CHT allo act: i

COc1ccc(C(=O)Nc2ccc(/C(C)=N/NC(=O)c3ccccc3O)cc2)cc1OC
  OX1R antag: -12 | CHT allo act: i

CCn1c2ccc(CC(=O)O)cc2c2cc(CC(=O)O)ccc21
  OX1R antag: 0 | CHT allo act: i

C/C(=N/NC(=O)c1ccoc1C)c1ccc(NC(=O)C2CCCC2)cc1
  OX1R antag: -4 | CHT allo act: i

CCc1nc(N2CCN(C(=O)c3ccccc3)CC2)c2c3c(sc2n1)CCCC3
  OX1R antag: -29 | CHT allo act: i

Cc1noc(NC(=O)c2c(-c3c(Cl)cccc3Cl)noc2C)c1[N+](=O)[O-]
  OX1R antag: -2 | CHT allo act: i

COc1cc(CN2CCC(C(=O)NCCC(C)C)CC2)ccc1OCc1ccccc1
  OX1R antag: -15 | CHT allo act: i

CC1(c2ccccc2)NC(=O)N(CC(=O)Nc2nnc(C3CC3)s2)C1=O (centres undefined)
  OX1R antag: -11 | CHT allo act: i

O=C(O)CC12CC3CC(C1)CC(n1ncc(NCc4ccc5c(c4)OCO5)c(Cl)c1=O)(C3)C2
  OX1R antag: -12 | CHT allo act: i

COc1ccc(NC(=O)c2cc(S(=O)(=O)N3CCOCC3)cn2C)cc1Cl
  OX1R antag: 1 | CHT allo act: i

C/C(=N\Nc1ccc(S(=O)(=O)N2CCCCC2)cn1)c1cccc(Br)c1
  OX1R antag: -37 | CHT allo act: nt

Cc1ccc(CNC(=O)c2nccnc2C(=O)O)cc1
  OX1R antag: -8 | CHT allo act: i

CCN(CC)S(=O)(=O)c1cc(NC(=O)COC(=O)C2CCC2)ccc1C
  OX1R antag: -9 | CHT allo act: nt

O=c1cc(N2CCc3ccccc3C2)[nH]c(=O)n1-c1ccc(Br)cc1
  OX1R antag: -6 | CHT allo act: i

O=C(O)c1ccc(NC(=S)NC(=O)c2cccc(COc3ccccc3)c2)cc1
  OX1R antag: 5 | CHT allo act: i

COc1ccccc1N1CCN(C(=O)C2CC2)CC1
  OX1R antag: 1 | CHT allo act: i

CC(=O)c1ccc(CCCCCCCCCC(=O)O)s1
  OX1R antag: -4 | CHT allo act: i

O=C1c2ccccc2C(Nc2ccc3c(c2)OCCO3)N1c1ccc(Cl)cn1 (centres undefined)
  OX1R antag: -29 | CHT allo act: i

CNC(=O)/C(C#N)=C\c1ccc(CNS(=O)(=O)c2ccc(Cl)cc2)o1
  OX1R antag: -19 | CHT allo act: i

Cc1ccc(C2=NN(CC(=O)NCCN(C)C)C(=O)CC2)cc1
  OX1R antag: -8 | CHT allo act: i

6 entries from above, tab-delimited.
mol	OX1R antag	CHT allo act
Cc1ccccc1NC(=O)Cc1nnc(SCC(=O)NC2CCCC2)n1C	-18	i
O=C(O)c1ccc(NCCc2ccc(Cl)cc2)c([N+](=O)[O-])c1	-18	i
COc1ccc(C(=O)Nc2ccc(/C(C)=N/NC(=O)c3ccccc3O)cc2)cc1OC	-12	i
CCn1c2ccc(CC(=O)O)cc2c2cc(CC(=O)O)ccc21	0	i
C/C(=N/NC(=O)c1ccoc1C)c1ccc(NC(=O)C2CCCC2)cc1	-4	i
CCc1nc(N2CCN(C(=O)c3ccccc3)CC2)c2c3c(sc2n1)CCCC3	-29	i

Next part:
COc1ccc(OCc2nnc(SCC(=O)N(C)Cc3ccccc3)n2N)cc1
  OX1R antag: -11 | CHT allo act: i

CN(c1ccc(F)cc1)S(=O)(=O)c1ccc(Cl)c(C(=O)OCC(=O)NCc2ccco2)c1
  OX1R antag: -4 | CHT allo act: i

O=c1c2ccccc2nc(SCc2cn3ccsc3n2)n1-c1ccc(F)cc1
  OX1R antag: -16 | CHT allo act: i

C#Cc1ccc(CN2CCCC(C(=O)Nc3ccccc3Oc3cccnc3)C2)cc1 (centres undefined)
  OX1R antag: -27 | CHT allo act: i

COc1cccc(Nc2cc(C)c3ccccc3n2)c1
  OX1R antag: -30 | CHT allo act: i

Cc1ccc(Nc2nc(N)nc(CSC(=S)N3CCN(c4ccccc4)CC3)n2)cc1
  OX1R antag: -17 | CHT allo act: i

Cc1ccc(N(CC(=O)NC2CCCC2)C(=O)c2c(C)noc2C)cc1C
  OX1R antag: -1 | CHT allo act: i

CC1=NN(c2ccccc2)C(=O)/C1=C\c1c(C)[nH]n(-c2ccccc2)c1=O
  OX1R antag: -3 | CHT allo act: i

O=C(Nc1c(Cl)cccc1Cl)c1cc(-c2ccco2)on1
  OX1R antag: -21 | CHT allo act: i

O=C(NCc1ccccc1)c1cccc(COc2cc(Cl)ccc2Cl)c1
  OX1R antag: -25 | CHT allo act: i

O=C(CN(Cc1ccco1)C(=O)CNS(=O)(=O)c1ccc(Cl)cc1)NCc1ccco1
  OX1R antag: -21 | CHT allo act: i

CCN(CC)C(=O)[C@H]1C[C@H](CC(=O)NCCCN(C)C)C(=O)N2CCc3c([nH]c4cc(-c5ccco5)ccc34)[C@]12C
  OX1R antag: -28 | CHT allo act: nt

Cc1c(C(=O)N2CCCC2)sc(NC(=O)c2ccc(Cl)cc2)c1C#N
  OX1R antag: -11 | CHT allo act: i

COc1ccc(Cl)cc1S(=O)(=O)Nc1ccc(Cl)cn1
  OX1R antag: -1 | CHT allo act: i

CC(C)CC(OC(=O)c1ccco1)C(=O)NC1CCCCC1 (centres undefined)
  OX1R antag: -22 | CHT allo act: i

Cc1cc(C)n(-c2nc3c(c(=O)[nH]c(=O)n3C)n2CC(C)C)n1
  OX1R antag: -14 | CHT allo act: i

Cc1ccc(NS(=O)(=O)c2cccc(C(=O)Nc3cccnc3)c2)c(C)c1
  OX1R antag: 2 | CHT allo act: nt

CN(CC(=O)Nc1ccccc1Br)C(=O)CN1CCN(Cc2cccc(Cl)c2)CC1
  OX1R antag: -21 | CHT allo act: nt

Cc1ccnc(NS(=O)(=O)c2ccc(-n3cccn3)cc2)c1
  OX1R antag: -8 | CHT allo act: i

O=C(c1ccco1)N1N=C2CCCCCC2C1(O)C(F)(F)F (centres undefined)
  OX1R antag: -6 | CHT allo act: i

COc1ccc(N/C=C/C(=O)c2ccc(OC)c(OC)c2)cc1
  OX1R antag: -29 | CHT allo act: i

CCCCOc1nc2c(c(=O)n(C)c(=O)n2C)n1C
  OX1R antag: -15 | CHT allo act: i

CCOc1ccc(N2CC(O)=C(c3nc4ccccc4c(=O)[nH]3)C2=N)cc1
  OX1R antag: -7 | CHT allo act: i

O=C(CN(C(=O)c1cc2c(s1)CCC2)C1CCCC1)NCc1cccs1
  OX1R antag: -32 | CHT allo act: i

O=C(NCCN1CCN(C(=O)c2ccc(Br)cc2)CC1)c1ccc(Br)cc1
  OX1R antag: -22 | CHT allo act: i

CC[C@]12c3[nH]c4cc(-c5ccco5)ccc4c3CCN1C(=O)[C@@H](CC(=O)NC/C=C(\C)CCC=C(C)C)C[C@@H]2C(=O)N1CCN(C(=O)c2ccco2)CC1
  OX1R antag: 94* | CHT allo act: nt

CC1C(=O)Nc2ccc(S(=O)(=O)N3CCc4ccccc4C3)cc2NC1=O (centres undefined)
  OX1R antag: -21 | CHT allo act: i

COc1ccccc1CNC(=O)CN1C(=O)NC2(CCCc3ccccc32)C1=O (centres undefined)
  OX1R antag: -8 | CHT allo act: nt

O=C(CC1C(=O)NCCN1Cc1cccc(Oc2ccccc2)c1)NCCc1ccccn1 (centres undefined)
  OX1R antag: -27 | CHT allo act: i

Cc1ccc(C)c(NC(=O)C2CC(=O)N(C(C)C)C2)c1 (centres undefined)
  OX1R antag: -9 | CHT allo act: i

Cc1c(NC(=O)Oc2ccccc2)sc(=S)n1C
  OX1R antag: -5 | CHT allo act: i

CC(C)[C@H](NC(=O)c1ccccc1)C(=O)OCC(=O)Nc1ccc(Cl)cc1C(F)(F)F
  OX1R antag: -16 | CHT allo act: i

O=C(NC1CCN(C(=O)N2c3ccccc3Sc3ccccc32)CC1)c1ccco1
  OX1R antag: 13 | CHT allo act: i

CC(=O)Nc1ccc(S(=O)(=O)Nc2cc([N+](=O)[O-])ccc2C)cc1
  OX1R antag: 3 | CHT allo act: i

CC(=O)C1=C(c2ccccc2)N(C(C)=O)n2c(C)nnc2S1
  OX1R antag: -13 | CHT allo act: i

Cn1c(O)c(N=Nc2ccccc2)c2ccccc21
  OX1R antag: -12 | CHT allo act: i

CCCCn1c(N)c(N(Cc2ccccc2OC)C(=O)c2sccc2C)c(=O)[nH]c1=O
  OX1R antag: -27 | CHT allo act: i

Cc1nc(-c2ccc(NC(=O)C(C)(C)C)cc2)c(-c2ccccc2)o1
  OX1R antag: -29 | CHT allo act: i

CC(/C=C1\SC(=S)N(CC(=O)N2CCN(c3ccccc3)CC2)C1=O)=C\c1ccccc1
  OX1R antag: -1 | CHT allo act: i

COc1ccc(N2C(=O)CC(Nc3cccc([N+](=O)[O-])c3)C2=O)cc1 (centres undefined)
  OX1R antag: -15 | CHT allo act: i

O=C(NC1CC1)c1cc2ccccc2o1
  OX1R antag: -15 | CHT allo act: i

NC(=O)C[n+]1cccc2ccccc21
  OX1R antag: 6 | CHT allo act: i

Cc1cccc[n+]1CC(=O)Nc1ccc([N+](=O)[O-])cc1Cl
  OX1R antag: -11 | CHT allo act: i

CCCC1Cc2c(sc3ncnc(N)c23)CO1 (centres undefined)
  OX1R antag: -4 | CHT allo act: i

Cc1ccc(-c2nnc(SCC(=O)N(CC(C)C)c3c(N)n(Cc4ccccc4)c(=O)[nH]c3=O)n2N)cc1
  OX1R antag: -5 | CHT allo act: i

COc1ccc(OC)c(-n2c(SC)nnc2-c2c[nH]c3ccccc23)c1
  OX1R antag: -21 | CHT allo act: i

Ordered by molar mass (largest number first): some entries from above.
CC[C@]12c3[nH]c4cc(-c5ccco5)ccc4c3CCN1C(=O)[C@@H](CC(=O)NC/C=C(\C)CCC=C(C)C)C[C@@H]2C(=O)N1CCN(C(=O)c2ccco2)CC1
  OX1R antag: 94* | CHT allo act: nt

COc1ccc(OC)c(-n2c(SC)nnc2-c2c[nH]c3ccccc23)c1
  OX1R antag: -21 | CHT allo act: i

Cc1nc(-c2ccc(NC(=O)C(C)(C)C)cc2)c(-c2ccccc2)o1
  OX1R antag: -29 | CHT allo act: i

O=C(NC1CC1)c1cc2ccccc2o1
  OX1R antag: -15 | CHT allo act: i

Outcome played no part in choosing rows. About 0.8% of those tested had a hit in this group.
